Assay outcomes (PubChem)
VIM-2 inh: VIM-2 metallo-beta-lactamase inhibitors, primary screen, biochemical, epi-absorbance readout, Pseudomonas aeruginosa enzyme. purified VIM-2, nitrocefin hydrolysis, epi-absorbance fluorescence. inhibition, % at 5.6 µM. 0.89% of 290,000 active. AID 1527, 2009;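 active = inhibition above the mean of all tested compounds plus 3 SD, cutoff set per screening run, cut at about 7.5% in these data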;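 note: red hydrolysis product quenches plate fluorescence so inhibitors raise well fluorescence; 0% = enzyme with DMSO and 100% = DMSO without enzyme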
NS3 helicase inh: inhibitors of HCV NS3 helicase, primary screen, biochemical, Cy5 molecular beacon fluorescence; NS3 helicase DNA unwinding; inhibition, % at 10.9 µM; 0.56% of 290,000 active; AID 1800, 2009;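 active = inhibition above the mean of all tested compounds plus 3 SD, set per campaign, cut at about 35% in these data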;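 note: 0% = DMSO wells and 100% = thioflavine S control wells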
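Compound dosing – single dose, 10.9 µM nominal final, DMSO 0.8% final · System – NS3 helicase fragment of HCV · Buffer or medium – MOPS pH 6.5, MgCl2, DTT, Tween20, BSA · Signal – Cy5 beacon fluorescence read at start and 1 h · Also added – annealed dual-labelled DNA beacon duplex, ATP-started · Schedule – 1 h at 25 °C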
PHOSPHO1 block: PubChem AID 1565. 1.1% of 290,000 active. recombinant PHOSPHO1, absorbance phosphatase assay. inhibition, % at 13.3 µM. Phosphoethanolamine/phosphocholine phosphatase (Homo sapiens), Q8TCT1; in the data active = inhibition above about 60%
Target sequence (Q8TCT1 whole entry, looked up): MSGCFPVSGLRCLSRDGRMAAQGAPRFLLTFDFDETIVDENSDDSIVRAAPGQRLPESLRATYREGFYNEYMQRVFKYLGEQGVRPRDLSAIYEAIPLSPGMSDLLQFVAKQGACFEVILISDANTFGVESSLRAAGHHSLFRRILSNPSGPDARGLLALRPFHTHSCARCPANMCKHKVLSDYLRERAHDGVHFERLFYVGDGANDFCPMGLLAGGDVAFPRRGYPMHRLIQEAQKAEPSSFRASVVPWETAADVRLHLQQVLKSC
IDE cell activ: human IDE activators in live cells, primary screen, fluorescence polarization, HEK cells, FAbeta-B substrate; FAbeta-B cleavage; 0% vehicle, 100% cell-free pure enzyme wells; activation, % at 5.96 µM; 0.073% of 340,000 active; AID 493087, 2011;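 active = activation above the mean of all tested compounds plus 3 SD, set per screening campaign, cut at about 17% in these data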
FID counter: compounds displacing fluorescent DNA intercalator, primary screen, artefact control for HCV NS3 helicase inhibitor project, biochemical, FID fluorescence; inhibition, % at 7.9 µM; DNA fluorescent intercalator displacement; 0.17% of 290,000 active; in the data active = inhibition above about 37%;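 note: 0% = vehicle and 100% = reference compound; higher means more ethidium bromide displaced from hairpin DNA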
pCIP destab: p/CIP-EGFP fusion destabilizers, primary screen, fluorescence, F442A cells. decrease of EGFP signal, % at 10 µM. 16 h. 0.01% of 290,000 active. AID 1984, 2009. Q05BA5;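 active = EGFP signal decrease of at least 30% at 10 µM or well 3 SD below plate mean, unless failing retest; inactive = the rest, including hits failing retest or dose response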; note: some compounds called inactive have numbers as strong as hits; many of its hits are not listed in these tables
UBC9 SUMO inh: inhibitors of in vitro SUMOylation cascade, primary screen, biochemical, HTRF, uHTS. 0.36% of 290,000 active. inhibition, % at 35 µM. SUMO-conjugating enzyme UBC9 (Homo sapiens), P63279. AID 2006, 2009. HTRF SUMOylation assay, SAE1/SAE2 + UBC9; in the data active = inhibition above about 50%, passing the limit was not always enough; note: strong numbers were not always called active
Target sequence (P63279 whole entry, looked up): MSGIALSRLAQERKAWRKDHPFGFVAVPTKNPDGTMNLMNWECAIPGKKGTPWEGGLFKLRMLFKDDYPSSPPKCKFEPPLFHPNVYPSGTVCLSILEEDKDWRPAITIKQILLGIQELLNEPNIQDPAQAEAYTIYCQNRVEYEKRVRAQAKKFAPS
IMP-1 inh: IMP-1 metallo-beta-lactamase inhibitors, primary screen, biochemical, epi-absorbance readout, Pseudomonas aeruginosa enzyme; 0.45% of 290,000 active; purified IMP-1, nitrocefin hydrolysis, epi-absorbance fluorescence; inhibition, % at 5.6 µM; metallo-beta-lactamase IMP-1 (Pseudomonas aeruginosa);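 active = inhibition above the mean plus 3 SD of all compounds in the same screening run, cut at about 4.5% in these data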;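 note: 0% = IMP-1 with DMSO and 100% = DMSO wells lacking enzyme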
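Test system: recombinant IMP-1 enzyme, purified / Medium: HEPES buffer pH 7.1 with ZnSO4 and Brij 35 / Doses: single dose, 5.6 µM / Times: 25 °C, 15 min preincubation, 25 min reaction / Detection: Epi-absorbance via hydrolysed-nitrocefin quenching of white-plate fluorescence, 480/530 nm, EDTA stop / Evaluation: percent inhibition from optical density relative to buffer-blank wells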
MEKK3 PB1 HTS: modulators of MEKK3-MEK5 PB1 binding, primary screen, biochemical, wildtype MEKK3, multiplex bead flow cytometry, Alexa488-MEK5; binding response (% of control), % at 10 µM; 1.4% of 290,000 active; bead-based flow cytometry, Alexa488-MEK5 binding to MEKK3; actives lie on both sides; 0 = blocked by unlabeled MEK5, 100 = vehicle; AID 1529, 2009;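 active = binding response more than 3 SD above or below the average of its plate-row segment, actives on both sides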;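 note: Alexa488 bead fluorescence after subtracting the streptavidin-only scavenger bead signal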
Target sequence (Q99759 whole entry, looked up): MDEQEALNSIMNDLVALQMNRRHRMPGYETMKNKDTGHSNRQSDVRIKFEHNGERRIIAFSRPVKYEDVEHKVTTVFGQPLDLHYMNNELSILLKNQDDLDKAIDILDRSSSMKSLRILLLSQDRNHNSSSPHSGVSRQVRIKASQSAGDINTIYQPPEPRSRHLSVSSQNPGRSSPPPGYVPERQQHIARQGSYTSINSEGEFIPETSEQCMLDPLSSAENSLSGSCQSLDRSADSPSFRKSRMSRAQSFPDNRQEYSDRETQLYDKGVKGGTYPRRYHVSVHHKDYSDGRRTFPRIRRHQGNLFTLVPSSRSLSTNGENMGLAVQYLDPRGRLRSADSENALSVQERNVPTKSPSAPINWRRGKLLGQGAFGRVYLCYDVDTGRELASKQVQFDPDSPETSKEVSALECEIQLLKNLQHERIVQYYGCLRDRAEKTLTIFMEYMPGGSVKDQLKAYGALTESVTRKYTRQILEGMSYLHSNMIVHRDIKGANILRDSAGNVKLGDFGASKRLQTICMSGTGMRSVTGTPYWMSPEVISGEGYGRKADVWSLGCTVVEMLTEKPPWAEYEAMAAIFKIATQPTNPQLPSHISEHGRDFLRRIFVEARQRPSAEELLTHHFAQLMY
* marks the source's active call; other numbers are inactive results; . = no result given; & = joins results of further samples.

SMILES	VIM-2 inh	NS3 helicase inh	PHOSPHO1 block	IDE cell activ	FID counter	pCIP destab	UBC9 SUMO inh	IMP-1 inh	MEKK3 PB1 HTS
O=C(CCCN1C(=O)c2ccccc2C1=O)N1CCCCC1	-0.7	4.4	-16.5	2.1	-9.3	6.1	-26.0	-2.5	109.0
CC(C)(C)c1ccc(CN2N=C(/C=C/c3ccccc3)CCC2=O)cc1	0.1	-4.5	8.4	4.3	-10.6	-2.7	-21.8	-1.4	100.0
Cc1ccc(NC(=S)NCCC2=CCCCC2)cc1	-4.8	0.0	-0.6	4.9	-16.0	-6.8	-0.9	-4.0	106.0
NC(=O)CC(NC(=O)c1cccc(Br)c1)c1ccc(NCC2CC2)c([N+](=O)[O-])c1 (configuration not stated)	-0.4	5.0	-18.6	-3.5	4.2	3.4	-2.6	1.6	97.0
CC(C)(O)C#Cc1ccc(C(=O)NC(CCCNC(N)=O)C(=O)O)s1 (configuration not stated)	-1.8	-7.3	43.1	4.3	6.0	-1.2	11.2	-2.8	93.0
Cc1cc(C)c2c(c1)cc(C)c1nnc(SCC(=O)Nc3ccccc3N3CCOCC3)n12	-2.2	-7.2	3.5	2.0	-36.3	0.3	-1.6	0.9	97.0
O=C(O)CC(Cn1[nH]nnc1=S)c1ccccc1 (configuration not stated)	1.9	-0.3	93.5*	-4.2	-4.1	-8.8	-0.8	-4.7	93.0
COc1ccc(C(=O)COc2ccc3ccc(=O)oc3c2)cc1	-2.1	1.0	39.9	5.5	-10.8	-6.9	18.8	-3.4	96.0
N#Cc1c(NC(=O)CSc2ncccn2)oc(-c2ccccc2)c1-c1ccccc1	-2.9	-0.3	.	2.2	-11.6	.	.	-4.4	90.0
C[C@@H](O)C1NC(=O)[C@H](CCCCN)NC(=O)c2cc([N+](=O)[O-])cc(F)c2NCCCC[C@@H](C(N)=O)NC1=O (some centres not stated)	-1.8	-28.2	-16.0	4.9	9.6	-1.3	9.7	-5.1	108.0
Cn1cc(SCC(=O)O)c2ccccc21	-1.2	-3.9	6.1	4.1	0.9	-2.2	10.6	-2.2	100.0
CC1(C)COCN1C(=O)c1ccc(Cl)c(Cl)c1	-3.1	3.8	-22.7	-3.7	1.2	-1.3	1.7	-3.2	103.0
CCC(=O)n1nc(-c2cccnc2)nc1NCc1ccc(F)cc1	-3.0	5.6	-15.8	2.0	-8.9	1.7	7.1	-2.2	103.0
O=C(CNC(=O)c1ccc(Cl)cc1Cl)OCc1nc2ccccc2s1	-1.1	-6.8	-20.1	-4.0	-10.3	-5.1	-11.4	-2.7	101.0
COc1cc(CSc2nnnn2-c2ccc(C)cc2)cc(OC)c1OC	-3.7	-8.0	-24.2	3.9	-22.1	-36.4	4.3	-2.9	.
O=C(O)/C(=C\c1ccco1)NC(=O)c1cccc2ccccc12	0.9	53.2*	15.8	-7.2	-11.9	1.4	-19.7	-0.7	106.0
COc1ccc(S(=O)(=O)Nc2ccccc2OC)cc1NC(=O)c1cc2ccccc2oc1=O	-1.8	0.0	-12.3	-3.4	-1.7	-20.4	15.4	-3.6	100.0
COc1cccc(CNC(=O)CC2Sc3ccccc3NC2=O)c1 (configuration not stated)	-1.6	1.4	-9.9	6.5	-13.7	-6.5	14.8	-2.7	117.0
Cc1ccc(C(=O)Oc2ccccc2N2C(=O)C3CCCCC3C2=O)cc1 (configuration not stated)	0.9	-6.5	0.9	2.7	-24.8	12.4	4.7	1.5	.
COc1ccc(OC)c(C(=O)CC2OC(=O)c3ccccc32)c1 (configuration not stated)	-1.1	3.4	-10.6	-2.8	-3.5	-0.2	-29.2	-3.9	111.0
Nc1c(C(=O)c2ccc(Cl)cc2)sc2nsc(SCCN3CCOCC3)c12	2.9	-5.8	63.1*	-25.2	-12.6	-47.4	8.9	-0.3	83.0
CCCCn1c(=O)[nH]c(=O)c2c1nc(-c1ccc(-c3ccc(F)cc3)o1)n2C	-1.4	14.0	24.8	.	-13.9	-7.1	.	-1.5	91.0
CCOC(=O)C1=C(c2ccccc2)Nc2ncnn2C1c1ccc(O)cc1 (configuration not stated)	-2.9	-19.0	23.1	11.9	-10.5	-9.0	7.7	-0.9	106.0
CC1(C)Cc2c(sc3ncn4c(=S)[nH]nc4c23)CO1	-6.1	15.3	68.0*	-15.0	-13.7	-4.5	-4.4	-2.1	124.0
C=CCNC(=O)c1c[nH]c2ccc(S(=O)(=O)N(C)c3ccc(OCC)cc3)cc2c1=O	-0.6	-14.8	22.9	2.4	11.2	-12.8	6.6	-1.4	106.0

Random excerpt: three records from the list, in no set order.
SMILES	VIM-2 inh	NS3 helicase inh	PHOSPHO1 block	IDE cell activ	FID counter	pCIP destab	UBC9 SUMO inh	IMP-1 inh	MEKK3 PB1 HTS
Cc1ccc(C(=O)Oc2ccccc2N2C(=O)C3CCCCC3C2=O)cc1 (configuration not stated)	0.9	-6.5	0.9	2.7	-24.8	12.4	4.7	1.5	.
COc1ccc(OC)c(C(=O)CC2OC(=O)c3ccccc32)c1 (configuration not stated)	-1.1	3.4	-10.6	-2.8	-3.5	-0.2	-29.2	-3.9	111.0
N#Cc1c(NC(=O)CSc2ncccn2)oc(-c2ccccc2)c1-c1ccccc1	-2.9	-0.3	.	2.2	-11.6	.	.	-4.4	90.0

(further entries)
SMILES	VIM-2 inh	NS3 helicase inh	PHOSPHO1 block	IDE cell activ	FID counter	pCIP destab	UBC9 SUMO inh	IMP-1 inh	MEKK3 PB1 HTS
Cn1cccc1Cc1nnc(SCC(=O)N2CCc3ccccc32)n1-c1ccc(F)cc1	-3.3	-1.0	-6.2	1.8	-33.6	1.2	-6.9	-1.8	97.0
CCSc1nc2ccccc2n1C(=O)/C=C\c1ccc(OC)c(OC)c1	0.1	5.1	25.8	4.0	-2.1	-12.7	-28.8	-2.0	100.0
CN(C)S(=O)(=O)c1ccc(NC(=O)CN2C(=O)NC3(CCCC3)C2=O)cc1	-0.1	-7.0	27.9	-0.1	-5.3	3.8	7.3	-1.1	103.0
Cc1cc(C)cc(C(=O)N2CCN(Cc3ccc4c(c3)OCO4)CC2)c1	-0.1	18.7	3.6	4.9	-26.6	-12.6	-16.6	-1.7	105.0
CC(C)c1nc2oc3c(NCC4CCCO4)ncnc3c2c2c1COC(C)(C)C2 (configuration not stated)	-2.6	-3.7	9.9	0.9	-7.0	-14.0	-9.6	-1.6	.
O=C(Nc1ccncc1)C1CCC(CNS(=O)(=O)c2cccc3nsnc23)CC1 (configuration not stated)	0.9	1.2	41.8	-1.7	11.8	-10.7	12.0	0.8	85.0
COCCCNC(=O)Cn1cc(/C=C(\C#N)C(=O)NC2CCCC2)c2ccccc21	-2.3	4.9	2.6	-1.6	-24.8	-21.3	-1.6	-3.1	100.0
Cc1ccc(NC(=O)c2c(C)nn(-c3ccccc3)c2Cl)c(C)c1	0.0	-3.8	25.7	-0.3	-14.6	-21.7	14.6	-2.3	99.0
O=C(CCc1nnc(-c2ccc3c(c2)OCO3)o1)N(Cc1ccncc1)CC1CCCO1 (configuration not stated)	-2.0	-1.5	23.0	1.9	-5.4	2.7	-12.7	-2.3	96.0
CC1(C(=O)N2CCC(CC3CC(c4ccc(Cl)cc4)=NO3)(C(=O)NCC3CCCCC3)CC2)CC1 (configuration not stated)	-0.8	0.1	-7.3	-0.1	-42.2	-1.1	5.8	-6.5	102.0
c1ccc(-c2nc3ccccc3s2)nc1	-0.6&-1.1	0.3&2.7	-2.9&46.4	2.7&1.3	-3.2&-0.5	10.6&-6.8	-4.8&28.0	-2.4&-3.6	109.0&103.0
CCN(CC)CCCn1c(=S)[nH]c2ccccc2c1=O	-1.4	-1.0	28.8	2.0	5.7	-6.2	17.1	-2.0	112.0
Clc1cccc(OCCn2cncn2)c1Cl	-4.5	-3.7	48.2	1.6	2.4	10.2	-13.9	-3.8	104.0
O=C(O)c1ccc(S(=O)(=O)c2ccc(Sc3ccc(C(=O)O)c(C(=O)O)c3)cc2)cc1	8.9*	4.3	45.5	2.9	-6.2	3.0	14.3	3.4	94.0
Cc1cc(C(F)(F)F)nn1CC(=O)NNC(=S)Nc1ccc(Cl)cc1	-2.5	3.5	90.7*	1.4	0.2	-9.3	-26.7	-5.0	98.0
CCN(CC)c1ccc2cc(/C(N)=N/NC(=O)c3cccs3)c(=O)oc2c1	-2.6	8.2	10.0	.	-1.6	-99.6	23.5	-1.6	89.0
CCC(=O)N1CCc2cc(S(=O)(=O)NC(Cc3ccccc3)C(=O)NC3CCCC3)ccc21 (configuration not stated)	-2.6	3.5	11.1	-4.1	-22.5	-6.6	10.5	-4.2	117.0
CS(=O)(=O)N1CCN(c2ccc([N+](=O)[O-])c(SCc3ccco3)c2)CC1	-1.2	3.0	-14.1	.	6.7	11.2	24.7	-1.4	105.0
COc1ccc(-c2nc(NC(=O)c3ccc(OCC(=O)N4CCOCC4)c(OC)c3)sc2C)cc1	-1.6	-4.5	1.4	-6.2	1.0	-20.1	12.1	-0.4	99.0
CCCC(=O)Nc1nnc(-c2ccc3c(c2)OCCO3)o1	-4.0	9.4	22.6	2.9	0.8	12.5	12.3	-4.6	106.0
COc1ccc(CSCC(=O)NCCC(C)C)cc1	-1.1	0.3	19.5	2.6	-9.5	7.0	11.2	-1.8	104.0
CCCCCn1c(C(Cc2ccccc2)NC(=O)COC)nc2ccccc21 (configuration not stated)	-2.2	-7.8	14.1	-0.5	-30.4	-7.2	4.1	-2.2	102.0
COc1cccc(OC)c1OCCCNC1CCCC1	0.1	2.2	34.0	2.9	9.1	-0.6	1.8	1.5	85.0
Cc1cc(C)c2nc(N3CCC(C(=O)N4CCCC4)CC3)sc2c1	-3.0	-8.3	18.2	4.9	-32.1	1.7	7.3	-3.0	105.0
OC[C@H]1O[C@@H](Oc2cc(O)cc(/C=C/c3ccc(O)cc3)c2)[C@H](O)[C@@H](O)[C@@H]1O	-4.2	-4.4	39.7	.	1.7	-5.0	9.9	-2.2	98.0&103.0
CCOC(=O)c1c(N2CCN(c3ccccc3)CC2)cc(C)nc1C	-3.4	4.2	35.7	7.5	5.7	-6.5	3.6	-2.0	105.0
CCc1nnc(NC(=O)CSc2nnnn2-c2cccc(C(C)=O)c2)s1	-0.8	1.3	36.7	3.5	-6.1	-19.1	15.3	-2.5	100.0
CC(=O)c1cccc(N(CC(=O)NC2CCCCC2)C(=O)CCC(=O)Nc2nc(C)cs2)c1	-2.2	-8.3	55.3	-1.4	-39.1	-8.4	5.0	-1.8	105.0
COc1cc(/C(C)=N/Nc2ccc(C(=O)O)cc2)cc(OC)c1OC	1.0	4.5	16.8	-1.7	-6.4	-8.0	-9.2	-2.3	104.0
Cn1c(CSCc2ccc(Cl)cc2)n[nH]c1=S	-3.3	-8.8	48.4	0.9	-6.5	-1.5	3.7	-3.8	102.0

This is a subset. The share of hits here may be higher or lower than overall.
